# MrgX1 ag = agonists of human MrgX1 receptor | 0.44% of 310,000 active | B-score at 10 µM | MrgX1-HEK293 cells, Fluo-4 calcium fluorescence, agonist mode; stronger effect = higher value | Q96LB2;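 active = calcium response B-score plate-corrected fluorescence ratio at least 3 library SD, with starting fluorescence B-score inside 5 SD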
#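 System – MrgX1-expressing HEK293 cells · Incubation – cells plated overnight, dye loaded 0.5 h 37 °C, 0.5 h room temperature · Technique – kinetic Fluo-4 NW fluorescence of intracellular calcium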
# hERG rescue = hERG (human) protection from proarrhythmic block; CHO-hERG, FluxOR thallium flux, dofetilide IC70 present; Q12809; activation (rescue from dofetilide block), less the hit threshold, % at 10 µM; 0.51% of 310,000 active;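 active = activation above the mean of controls blocked by dofetilide plus 5 SD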;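 also: thallium influx through hERG after potassium depolarization seen as dye fluorescence rise; in these data hits start at about 4.7%; inactives centre near -7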
# Target sequence (Q12809 whole entry, looked up): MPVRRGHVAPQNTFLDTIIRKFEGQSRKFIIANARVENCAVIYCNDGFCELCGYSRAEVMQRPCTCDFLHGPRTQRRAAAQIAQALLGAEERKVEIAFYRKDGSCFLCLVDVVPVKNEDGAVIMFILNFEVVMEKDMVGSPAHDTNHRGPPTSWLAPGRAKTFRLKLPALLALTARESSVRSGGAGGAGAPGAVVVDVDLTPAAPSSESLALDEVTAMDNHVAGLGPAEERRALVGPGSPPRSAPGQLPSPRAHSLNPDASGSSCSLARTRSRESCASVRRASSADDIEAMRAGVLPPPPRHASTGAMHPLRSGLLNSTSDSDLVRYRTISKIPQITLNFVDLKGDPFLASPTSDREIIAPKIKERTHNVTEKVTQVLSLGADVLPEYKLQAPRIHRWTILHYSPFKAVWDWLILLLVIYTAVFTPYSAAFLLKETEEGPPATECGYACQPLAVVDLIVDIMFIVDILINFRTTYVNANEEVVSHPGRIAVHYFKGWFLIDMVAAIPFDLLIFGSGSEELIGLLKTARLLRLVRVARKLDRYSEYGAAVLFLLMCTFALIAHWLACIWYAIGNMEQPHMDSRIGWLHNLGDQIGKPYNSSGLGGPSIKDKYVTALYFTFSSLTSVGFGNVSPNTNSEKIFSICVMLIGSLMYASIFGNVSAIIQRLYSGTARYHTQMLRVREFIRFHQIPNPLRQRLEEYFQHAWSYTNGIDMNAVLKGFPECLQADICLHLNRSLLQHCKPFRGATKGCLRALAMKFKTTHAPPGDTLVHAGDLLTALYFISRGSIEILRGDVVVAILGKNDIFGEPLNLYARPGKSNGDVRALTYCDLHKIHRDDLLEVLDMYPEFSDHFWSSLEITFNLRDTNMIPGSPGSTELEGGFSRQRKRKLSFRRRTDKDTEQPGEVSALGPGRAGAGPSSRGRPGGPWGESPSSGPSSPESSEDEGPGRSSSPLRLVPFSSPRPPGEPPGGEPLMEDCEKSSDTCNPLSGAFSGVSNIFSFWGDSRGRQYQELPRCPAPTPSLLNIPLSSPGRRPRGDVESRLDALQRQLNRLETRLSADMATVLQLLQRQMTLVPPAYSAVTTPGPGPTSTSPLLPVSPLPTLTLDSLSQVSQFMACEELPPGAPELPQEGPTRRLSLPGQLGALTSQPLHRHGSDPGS
# TMEM16A act = activates or potentiates the mouse TMEM16A chloride channel. HEK293 TMEM16A/YFP-H148Q/I152L, iodide quench fluorescence; stronger effect = lower value. B-score at 10 µM. Q8BHY3. 0.3% of 340,000 active;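 active = fluorescence-ratio B-score plate-corrected deviation score at least 3 library SD below zero, with starting fluorescence score within 5 deviations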;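 also: channel opened by trigger with iodide after compound preincubation; score built on the fluorescence ratio of max minus min over baseline; more negative score means more quench and so TMEM16A activation or potentiation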
# KCNK9 inh = blocks the human KCNK9 two-pore domain potassium channel; Q9NPC2; HEK293 KCNK9, FluxOR thallium flux fluorescence; stronger effect = lower value; B-score at 10 µM; 1.2% of 310,000 active; AID 488922;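 active = ratio B-score over 3 SD below the library mean, with starting fluorescence within 5 SD of its mean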;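 also: negative B-score means less thallium flux so channel inhibition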
# MrgX1 PAM = allosterically activates human MrgX1 receptor signaling | AID 588675 | Q96LB2 | B-score at 10 µM | MrgX1-HEK293, Fluo-4 calcium flux, FDSS; stronger effect = higher value | 0.63% of 310,000 active;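 active = plate-corrected calcium response at least 3 library SD above typical, normal starting fluorescence, not activating the receptor alone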;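 also: compound read alongside a low EC10 to EC30 dose of BAM8-22 agonist; peak minus trough fluorescence over baseline measured at the second addition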
# ANO1 block = mouse TMEM16A channel inhibition, primary screen; Q8BHY3; HEK293 TMEM16A/YFP iodide influx fluorescence, ionomycin; normalized B-score (activity score, 25-100; higher = stronger inhibition) at 10 µM; 1.2% of 310,000 active; AID 588511;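 active = ratio plate-corrected score three or more library SD toward inhibition, starting fluorescence score within five deviations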;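 also: score derived from kinetic fluorescence span divided by baseline fluorescence per well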
# KCNK3 block = human KCNK3 channel inhibition, primary screen; O14649; CHO-KCNK3 thallium flux, FluxOR fluorescence; stronger effect = lower value; B-score at 10 µM; 0.84% of 340,000 active; AID 602410;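 active = B-score under library mean minus 4 SD, starting fluorescence ratio at most library mean plus 5 SD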;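 also: more negative B-score means stronger inhibition of thallium flux through KCNK3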
# RGS4 act = RGS4 potentiation or activation | HEK293 M3R/inducible RGS4, carbachol calcium flux Fluo4; stronger effect = lower value | B-score at 10 µM | 0.92% of 310,000 active | AID 463111;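 active = B-score of the integrated calcium signal more than 4 SD below the library mean, with starting fluorescence not abnormally high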;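 also: negative B-score means reduced calcium response which marks RGS4 activation or potentiation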
#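 test system = M3R-expressing HEK293 line, RGS4 induced by doxycycline | probe or stimulus = carbachol at ECmax as muscarinic agonist stimulus | timing = dye loading 30 min 37 °C, buffer rest 30 min RT | signal = calcium dye Fluo4 fluorescence | evaluation = B score from integrated fluorescence ratio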
# KCNQ1 act = potentiates or activates the human KCNQ1 potassium channel. 0.35% of 310,000 active. B-score at 10 µM. CHO-K1 KCNQ1, thallium flux FluxOR fluorescence; stronger effect = higher value. AID 2648. P51787;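 active = fluorescence ratio B-score, a plate-corrected score, at least three library SD, with initial intensity B-score within 5 SD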
#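 Assay system: stable KCNQ1 CHO-K1 line; medium: assay buffer, equal DMSO in all wells; timing: 90 min dye loading and 20 min compound exposure, both at room temperature; technique: kinetic FluxOR thallium fluorescence, 10-s 1-Hz baseline, 110-s post-stimulus read; read-out basis: B score of baseline-normalized fluorescence ratio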
# KCNQ1 block = inhibitors of human KCNQ1 potassium channel; B-score at 10 µM; 1.3% of 310,000 active; CHO-K1 KCNQ1, FluxOR thallium flux fluorescence; stronger effect = higher value; P51787; AID 2642;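 active = compounds whose thallium flux B-score, printed positive for inhibition, exceeds three library SD while starting fluorescence stays within three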;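 also: channel opened by potassium depolarization with thallium stimulus after 20 min compound exposure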
# RGS4 inh = inhibitors of human RGS4; HEK293 M3R/RGS4 inducible, Fluo-4 calcium flux; stronger effect = higher value; triggered by carbachol at its EC20; B-score at 10 µM; 0.45% of 310,000 active; P49798;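 active = B-score, a plate-corrected calcium signal, over three deviations above library mean, with baseline fluorescence within five deviations of library mean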;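 also: RGS4 expression induced by doxycycline in cells with stable M3 receptor; B-score is computed from the integrated fluorescence ratio over baseline after carbachol; higher B-score means a larger calcium signal and so more RGS4 inhibition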
# * hit, by the source's call; i = inactive; x = not tested or not shown. The order is random; any-hit rate near 6.3%.
# Values run as follows: hERG rescue | RGS4 act | MrgX1 ag | MrgX1 PAM | KCNK3 block | TMEM16A act | KCNQ1 act | RGS4 inh | KCNQ1 block | KCNK9 inh | ANO1 block
CC(CNC(=O)c1ccco1)NC(=O)c1ccco1 (stereo not drawn)
    -3.7 | i | i | i | i | i | i | i | i | i | i
COc1cc(Cl)c(S(=O)(=O)NCc2ccccn2)cc1Cl
    -0.9 | i | i | i | i | i | i | i | i | i | i
CCc1cc2cc(C)cc(C)c2nc1Cl
    -3.6 | i | i | i | i | i | i | i | i | i | i
CCn1c(SCC(=O)N2CCN(c3ccc(Cl)cc3)CC2)nc2ccccc2c1=O
    -13.2 | i | i | i | i | i | i | i | i | i | i
Cc1cc(/C=C2\SC(=S)N(C)C2=O)c(C)n1-c1ccccc1O
    -16.5 | i | i | i | i | i | i | i | i | i | i
CCOc1ccc(NC(=O)CC2C(=O)NCCN2C(=O)c2ccc(Cl)cc2)cc1 (stereo not drawn)
    -10.3 | i | i | i | i | i | i | i | i | i | i
COc1ccc(/C=C/C(=O)NC(=S)NCc2ccccc2)cc1OC
    -12.2 | i | i | i | i | i | i | i | i | i | i
O=C(C1=C[C@@H](c2ccc(C(F)(F)F)cc2)C[C@@H](OCCCCO)O1)N1CCN(Cc2ccc3c(c2)OCO3)CC1
    -14.1 | i | i | i | i | i | i | i | i | i | i
CC(NC(=S)Nc1cccc(F)c1)C(c1cccs1)N1CCOCC1 (stereo not drawn)
    -8.5 | i | i | i | i | i | i | i | i | i | i
COc1ccc(C(C[N+](=O)[O-])c2c(C)[nH]n(-c3ccccc3)c2=O)cc1 (stereo not drawn)
    -17.1 | i | 39.9* | i | i | i | i | 28.5* | 7* | i | i
CCOC(=O)C1CCN(C(=O)c2ccc(Cl)c(S(=O)(=O)N3CCCC3)c2)CC1
    -7.4 | i | i | i | i | i | i | i | i | i | i
c1ccc(-c2cc3ccccc3[nH]2)cc1
    -11.4 | i | i | i | i | i | i | i | i | i | i
COc1cc(CNCc2cccc(OC)c2OC)cc(OC)c1
    -3.9 | i | i | i | i | i | i | i | i | i | i
CCOC(=O)N1CCC(NC(=O)c2cc3cc4cc(OC)ccc4nc3o2)CC1
    -6.9 | i | i | i | i | i | i | i | i | i | i
COc1ccc(/C=C/CN2CCCC(C(=O)c3ccc(OC)c(F)c3)C2)cc1 (stereo not drawn)
    -26.6 | i | i | i | i | i | i | i | i | i | i
COc1ccccc1C(=O)Oc1ccc(N2C(=O)CCC2=O)cc1
    -1.4 | i | i | i | i | i | i | i | i | i | i
CN(C)CCNC(=O)NC1CCCCC1
    -3.5 | i | i | i | i | i | i | i | i | i | i
CCOC(=O)c1sc(NC(=O)CSc2nc(C)cc(C)n2)c(C#N)c1C
    -10.5 | i | i | i | i | i | i | i | i | i | i
CCN(CC(=O)NCc1cccs1)C(=O)CCC(=O)c1ccc(C)cc1
    -14.1 | i | i | i | i | i | i | i | i | i | i
O=C(NCCOc1cccc(Cl)c1Cl)c1cc(-n2cnnc2)ccc1Cl
    -7.1 | i | i | i | i | i | i | i | i | i | i
CCOC(=O)CNC(=O)CSc1nccn1Cc1ccco1
    -19.1 | i | i | i | i | i | i | i | i | i | i
COc1ccc(-n2c(SCC(=O)NCC3CCCO3)nc3c(c2=O)SC(C)C3)cc1 (stereo not drawn)
    -8.1 | i | i | i | i | i | i | i | i | i | i
O=C(O)c1cccc(N2C(=O)CSC2=S)c1
    -6.2 | i | i | i | i | i | i | i | i | i | i
COC(=O)c1[nH]c2c(c1C)C(=O)CC(c1ccccc1)C2 (stereo not drawn)
    -5.8 | i | i | i | i | i | i | i | i | i | i
Cc1ccc(C)c(OCC(=O)N/N=C/c2c(C)nn(-c3ccccc3)c2Cl)c1
    -2.1 | i | i | i | x | x | i | i | i | i | i
C#CCOc1c(Br)cc(/C=N\NC(=O)CN2CCOCC2)cc1OCC
    -4.0 | i | i | i | i | i | i | i | i | i | i
CN=c1scc(-c2ccc(OC)cc2)n1/N=C(\C)c1cccnc1
    -26.0 | i | i | i | i | i | i | i | i | i | i
CCCN(C(=O)CSCc1ccc(Cl)cc1)c1c(N)n(Cc2ccccc2)c(=O)[nH]c1=O
    -13.8 | i | i | i | i | i | i | i | i | i | i
COc1ccc(NC(=O)Nc2ccccc2SC)cc1OC
    -20.0 | i | i | i | i | i | i | i | i | i | i
CC1(C)CC(=O)C(C(=S)Nc2ccccc2)=C(NCCN2CCOCC2)C1
    -7.3 | i | i | i | i | i | i | i | i | i | i
Oc1c(C(c2ccco2)N2CCN(C(c3ccccc3)c3ccccc3)CC2)sc2ncnn12 (stereo not drawn)
    -15.0 | i | i | i | i | i | i | i | i | i | i
Cc1ccc(NC(=O)c2cccc(N3C(=O)C4C5CCC(C5)C4C3=O)c2)c(C)c1 (stereo not drawn)
    -5.9 | i | i | i | i | i | i | i | i | i | i
c1ccc(SCCN2CCc3ccccc3C2)cc1
    -10.4 | i | i | i | i | i | i | i | i | i | i
O=C(CSc1ncnc2c1oc1ccccc12)N1CCCc2ccccc21
    -4.4 | i | i | i | i | i | i | i | i | i | 100*
O=C(Nc1ccc2oc(-c3ccccc3F)nc2c1)c1ccc([N+](=O)[O-])o1
    -3.9 | i | i | i | i | i | i | i | i | i | i
O=CN1N=C(c2ccccc2)CC1c1ccc(Cl)cc1 (stereo not drawn)
    -4.1 | i | i | i | i | i | i | i | i | i | i
C/C(=N\NC(=O)CCC(=O)N/N=C(\C)c1ccc(C)o1)c1ccc(C)o1
    -2.6 | i | i | i | i | i | i | i | i | i | i
COc1ccc(OC)c(NC(=S)N2CCN(C/C=C/c3ccccc3)CC2)c1
    48.6* | i | i | i | i | i | i | i | i | i | i
C#CCOCCOCCOCCNc1nc(N2CCN(C(=O)C([C@@H](C)CC)n3cc(C(N)CC(C)C)nn3)CC2)nc(N2CCN(C(=O)[C@H](CCC(=O)O)n3cc(C(N)CC(C)C)nn3)CC2)n1 (stereo partly drawn)
    -6.0 | i | i | i | i | i | i | i | i | i | i
O=c1cnnc(Nc2ccccc2F)[nH]1
    -13.1 | i | i | i | i | i | i | i | i | i | i
Cc1ccc(-n2nnnc2SC(C)C(=O)Nc2ccc(Cl)cn2)cc1 (stereo not drawn)
    -7.0 | i | i | i | i | i | i | i | i | i | i
O=C(NCc1ccco1)c1sc2cc(Cl)ccc2c1Cl
    -7.2 | i | i | i | i | i | i | i | i | i | i
O=S(=O)(NCCCc1ccccc1)c1ccc(F)c(F)c1
    -9.9 | i | i | i | i | i | i | i | i | i | i
CCN(CC)c1ccc(C2C(C(=O)OC(C)C)C(=O)CC(C)(O)C2C(=O)OC(C)C)cc1 (stereo not drawn)
    -6.8 | i | i | i | i | i | i | i | i | i | i
COCCN(C(=S)Nc1cccc(OC)c1)C(C)c1cccs1 (stereo not drawn)
    -4.3 | i | i | i | i | i | i | i | i | i | i
O=C(CSc1nnc(-c2cccs2)n1-c1ccccc1)NCC1CCCO1 (stereo not drawn)
    -2.5 | i | i | i | i | i | i | i | i | i | i
O=C(NCc1cccs1)c1ccc(N2CCCC2=O)cc1
    -5.2 | i | i | i | i | i | i | i | i | i | i
Cc1noc(C)c1S(=O)(=O)N1CCC(C(=O)N2CCN(c3ccc(F)cc3)CC2)CC1
    -1.8 | i | i | i | x | x | i | i | i | i | i
CCOc1ccc(Cl)cc1CNCCCSc1ncccn1
    -8.3 | i | i | i | i | i | i | i | i | i | i
Cc1ccc(NC(=O)c2cc(-c3cc(C)c(C)cc3O)n[nH]2)cc1C
    -5.3 | i | i | i | i | i | i | i | i | i | i

# The listing continues.
# Values run as follows: hERG rescue | RGS4 act | MrgX1 ag | MrgX1 PAM | KCNK3 block | TMEM16A act | KCNQ1 act | RGS4 inh | KCNQ1 block | KCNK9 inh | ANO1 block
CC(=O)Nc1ccc(S(=O)(=O)N2c3ccc(F)cc3CCC2C)cc1 (stereo not drawn)
    -2.8 | i | i | i | i | i | i | i | i | i | i
COc1cccc(N2CCN(C(=O)c3ccc(CS(=O)Cc4ccc(C)cc4)o3)CC2)c1 (stereo not drawn)
    -13.3 | i | i | i | i | i | i | i | i | i | i
COc1ccc(-c2nn(C)c3sc(C(=O)NCc4ccco4)cc23)cc1OC
    -0.8 | i | i | i | i | i | i | i | i | i | i
O=[N+]([O-])c1ccc(O)c(/C=N/NC2=NS(=O)(=O)c3ccccc32)c1
    -11.7 | i | i | 8.46* | i | i | i | i | i | i | i
COC(=O)c1cc(C#N)c(N2CC(C)OC(C)C2)nc1C (stereo not drawn)
    -7.8 | i | i | i | i | i | i | i | i | i | i
CN(C)CCN(C(=O)c1ccccc1Cl)c1nc2c(Cl)cccc2s1
    -11.4 | i | i | i | i | i | i | i | i | i | i
FC(F)(F)c1nc(NCC2CCCO2)c2nnn(Cc3ccccc3Cl)c2n1 (stereo not drawn)
    -11.2 | i | i | i | i | i | i | i | i | i | i
Cc1ccccc1OCC(=O)Nc1ccc2c(c1)OCO2
    0.9 | i | i | i | i | i | i | i | i | i | i
CCOc1ccccc1N(CC)C(=O)c1ccc2c(=O)n3c(nc2c1)CCCCC3
    -6.9 | i | i | i | i | i | i | i | i | i | i
COc1ccc(/C=C/C(=O)Nc2ccncc2)cc1OC
    -8.1 | i | i | i | i | i | i | i | i | i | i
CCN1CCCC1CNC(=O)c1cc2cc(OC)c(OC)cc2[nH]1 (stereo not drawn)
    -5.2 | i | i | i | i | i | i | i | i | i | i
CCOc1ccc(NC(=O)c2ccc(N3CC4CC(C3)c3cccc(=O)n3C4)c(NC(=O)c3cccnc3)c2)cc1 (stereo not drawn)
    -14.6 | i | i | i | i | i | i | i | i | i | i
O=C(CN1CCCCC1)Nc1ccc(Br)cc1[N+](=O)[O-]
    -7.0 | i | i | i | i | i | i | i | i | i | i
O=C(c1ccc(Cl)cc1)N1CCCC(C(=O)N2CCN(c3ccccc3)CC2)C1 (stereo not drawn)
    -6.4 | i | i | i | i | i | i | i | i | i | i
O=C(NCCN1CCOCC1)c1cc2sccc2n1Cc1ccc(F)cc1
    -15.8 | i | i | i | i | i | i | i | i | i | i
COc1ccc(C(c2c(O)ccc3ccccc23)N2CCOCC2)c(OC)c1 (stereo not drawn)
    -31.4 | i | i | i | i | i | i | i | 7* | i | i

# Screening data (PubChem BioAssay)
